FXIIa inh 1536 – human FXIIa protease inhibitors, primary screen, biochemical, 1536-well; hit rate 0.3% among 220,000; Coagulation factor XII (Homo sapiens), P00748; purified FXIIa, Boc-QGR-AMC fluorogenic substrate, 2 h; inhibition, % at 5 µM; in the data active = inhibition above about 40%;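 note: 0% = enzyme with no compound and 100% = blank without enzyme; many of its hits are not listed in these tables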
Thrombin inh – human alpha-thrombin inhibitors, primary screen, counter-screen for coagulation protease inhibitor project, biochemical, 1536-well, fluorogenic AMC substrate. Prothrombin (Homo sapiens), P00734. inhibition, % at 5 µM. hit rate 0.26% among 220,000. Boc-VPR-AMC fluorogenic substrate cleavage;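 active = inhibition at or above 40%; inactive = inhibition below 40%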;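 note: 0% = enzyme with no compound and 100% = wells without enzyme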
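Assay system: human alpha-thrombin enzyme. Reagent: Boc-VPR-AMC substrate, 15 µM final. Compound dosing: one concentration per compound, 5 µM, with 0.2% DMSO. Incubation: room-temperature reaction. Technique: AMC fluorescence, 355/460 nm. Measure: % inhibition relative to enzyme controls and enzyme-free blanks.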
Rad51 HR inh – human RAD51 strand exchange inhibitors, primary screen, biochemical, fluorescence; hit rate 0.085% among 200,000; hRad51 DNA strand exchange, fluorescence dequenching; DNA repair protein RAD51 homolog 1 (Homo sapiens), Q06609; inhibition, % at 10 µM;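 active = inhibition above 40% at the single screening dose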;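 note: 0% = DMSO control wells and 100% = blanks with heterologous ssDNA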
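Material: human Rad51–ssDNA filaments; Probe or stimulus: labelled 47-mer dsDNA for strand exchange; Doses: single 10 µM dose; Incubation: 37 °C 15-min filament assembly, 30-min compound preincubation, 15-min exchange; Technique: FRET fluorescence dequenching, excitation 485 nm, emission 520 nm; Measure: Fluorescence-based percent inhibition, control- and blank-normalised; Benchmarks: plate control and blank wells.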
L929 necroptosis – inhibitors of zVAD-triggered necroptosis, primary screen, L929 cells; L929 zVAD necroptosis rescue, ATP luminescence, 24 h; with zVAD 60 µM; viability rescue, % at 10 µM; hit rate 0.38% among 220,000;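 active = activation, scaled between plate controls, above about 75%, limit read from the data; inactive = activation under that limit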;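 note: 0% = zVAD with DMSO and 100% = DMSO alone without zVAD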
TNF death inh – inhibitors of TNF-alpha triggered necroptosis, primary screen, cell-based, Jurkat FADD-/-, single concentration | hit rate 0.068% among 220,000 | activation (protection from cell death), % at 10 µM | AID 463075, 2010 | Jurkat FADD-/- TNF necroptosis rescue, ATP luminescence, 24 h; 0 = TNF only, 100 = no-TNF cells;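 active = activation, meaning protection from cell death, of at least 50% relative to plate controls; inactive = activation below 50%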;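 note: necroptosis triggered by 40 ng/mL TNF-alpha added together with compound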
FXIa inh 1536 – human FXIa protease inhibitors, primary screen, biochemical, 1536-well; Coagulation factor XI (Homo sapiens), P03951; purified FXIa, Boc-Glu-Ala-Arg-AMC fluorogenic substrate; inhibition, % at 5 µM; hit rate 0.14% among 220,000;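 active = inhibition of at least 40%; inactive = inhibition below 40%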;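 note: fluorescence of freed AMC excited at 355 nm; 0% = enzyme without compound and 100% = no enzyme blank; many of its hits are not listed in these tables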
Hck-Nef inh – inhibitors of Nef-activated human Hck kinase, primary screen, biochemical, Z-Lyte FRET, 384-well, Hck-YEEI | AID 463187, 2010 | Recombinant Hck-YEEI plus Nef, Z-Lyte FRET kinase assay | inhibition, % at 20 µM | Tyrosine-protein kinase HCK (Homo sapiens), P08631 | hit rate 0.68% among 220,000;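 active = Hck-Nef kinase inhibition above about 50%, limit read from the data; inactive = inhibition below that limit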;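 note: 0% = DMSO with Hck plus Nef and 100% = Hck alone without Nef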
Cl transport mod – KCC2 cotransporter modulators, thallium flux, primary screen, cell-based, HEK293 KCC2, FluoZin-2 fluorescence, MLSMR; KCC2 cells, thallium flux FluoZin-2 fluorescence; B-score of Tl+ flux slope (higher = more flux/activation; lower = inhibition) at 10 µM; hit rate 2.2% among 190,000;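 active = thallium flux slope and its plate-corrected score both differing from the plate sample mean at a set confidence after two filtering rounds, in either direction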;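 note: slope of fluorescence scaled to starting intensity during 10 to 20 s after thallium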
Target sequence (Q9H2X9 whole entry, looked up): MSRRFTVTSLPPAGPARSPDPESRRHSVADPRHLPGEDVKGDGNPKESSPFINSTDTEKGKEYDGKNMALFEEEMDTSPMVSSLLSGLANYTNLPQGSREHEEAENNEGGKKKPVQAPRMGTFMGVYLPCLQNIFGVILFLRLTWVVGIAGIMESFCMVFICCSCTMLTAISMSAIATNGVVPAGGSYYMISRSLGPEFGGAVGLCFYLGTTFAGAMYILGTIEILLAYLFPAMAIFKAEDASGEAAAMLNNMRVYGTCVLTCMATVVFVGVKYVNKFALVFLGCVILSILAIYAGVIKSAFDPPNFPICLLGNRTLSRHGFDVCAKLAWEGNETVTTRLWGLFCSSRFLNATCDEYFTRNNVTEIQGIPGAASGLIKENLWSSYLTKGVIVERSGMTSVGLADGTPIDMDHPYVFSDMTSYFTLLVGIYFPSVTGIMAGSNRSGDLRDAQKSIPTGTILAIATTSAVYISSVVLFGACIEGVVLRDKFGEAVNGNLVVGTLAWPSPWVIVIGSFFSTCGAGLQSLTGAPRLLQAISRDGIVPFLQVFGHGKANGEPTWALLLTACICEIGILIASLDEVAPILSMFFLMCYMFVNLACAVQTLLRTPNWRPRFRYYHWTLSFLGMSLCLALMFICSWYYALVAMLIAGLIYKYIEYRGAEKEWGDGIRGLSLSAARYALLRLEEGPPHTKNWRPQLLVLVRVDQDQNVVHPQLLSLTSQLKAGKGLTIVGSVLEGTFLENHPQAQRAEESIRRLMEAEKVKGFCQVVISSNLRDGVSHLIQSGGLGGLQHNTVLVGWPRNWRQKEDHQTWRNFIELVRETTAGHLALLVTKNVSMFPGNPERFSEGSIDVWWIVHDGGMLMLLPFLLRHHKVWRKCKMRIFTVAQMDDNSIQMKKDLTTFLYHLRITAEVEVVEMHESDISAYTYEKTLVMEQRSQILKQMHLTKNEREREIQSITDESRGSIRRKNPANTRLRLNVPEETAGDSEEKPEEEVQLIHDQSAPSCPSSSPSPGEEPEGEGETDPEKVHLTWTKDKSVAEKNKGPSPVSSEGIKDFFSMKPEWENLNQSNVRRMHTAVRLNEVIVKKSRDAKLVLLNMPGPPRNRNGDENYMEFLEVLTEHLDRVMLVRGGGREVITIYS
hK5 inh – human KLK5 protease inhibitors, primary screen, biochemical, 1536-well; Kallikrein-5 (Homo sapiens), Q9Y337; recombinant hK5, fluorogenic AMC substrate cleavage; hit rate 0.59% among 210,000; inhibition, % at 5 µM;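 active = inhibition of 40% or more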;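 note: 0% = enzyme controls without compound and 100% = no-enzyme blanks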
An asterisk follows results filed as active; nt = not tested or not shown.

SMILES	FXIIa inh 1536	Thrombin inh	Rad51 HR inh	L929 necroptosis	TNF death inh	FXIa inh 1536	Hck-Nef inh	Cl transport mod	hK5 inh
Cc1c(C(=O)N2CCN(c3cccc(Cl)c3)CC2)cccc1[N+](=O)[O-]	2	-14	2	2.1	0.2	-4	23	-0.076	-3
Cc1ccc2nc(-c3ccc(SCC(=O)Nc4cc(C)on4)nc3)[nH]c2c1	11	3	3	3.1	-1.8	3	-2	-0.45	-17
O=C(Nc1ccc(N2CCN(Cc3ccccc3F)CC2)cc1)c1ccccc1[N+](=O)[O-]	9	-6	-2	4.7	4.5	6	18	-0.67	3
CCOC(=O)C1CCN(S(=O)(=O)c2ccc(-c3nc4ccccc4s3)s2)CC1	7	0	-11	0.2	-1.5	1	2	0.71	6
CC(=O)Nc1cccc(NC(=O)CSc2nnnn2Cc2ccccc2)c1	-2	-4	-2	-0.1	-4.3	-8	4	-1.4	-9
Cc1nc(N2C(=O)C(=O)/C(=C(/O)c3ccccc3)C2c2ccco2)sc1C (stereo not drawn)	-6	-11	-1	1.5	-1.2	-3	3	nt	-7
C/C(=N/NC(=O)c1ccc2c(c1)OCO2)c1ccc(Br)s1	1	-9	-47	14	1.5	-3	21	6.3*	1
CC(=O)N1CCCc2cc(S(=O)(=O)N3CCc4ccccc4C3)ccc21	10	-6	2	-0.2	-0.5	1	-11	-1.1	-2
CCN(CC)CCN(Cc1cc2cccc(C)c2[nH]c1=O)C(=S)Nc1ccccc1	7	-13	12	-1.5	5.7	-4	27	0.25	-8
CC1=NN(C(=O)c2nn(C)cc2Br)C(O)(C(F)(F)F)C1 (stereo not drawn)	10	0	nt	0.8	-0.2	14	3	-0.12	-19
Cc1ccc(NC(=O)COC(=O)/C=C/c2cccs2)c(C)c1	-1	-8	3	-0.4	0.9	-4	1	-0.36	-18
COCc1[nH]c(=S)c(C#N)cc1C(=O)OC	2	-3	25	0.2	4.0	-1	-4	2.3	-1
CCOC(=O)c1cccc(NC(=O)CCc2nc(-c3ccccc3F)no2)c1	12	4	0	-1.0	0.4	1	0	0.24	4
CCOC(=O)c1cc(-c2ccccc2)n[nH]1	5	-2	13	0.1	-3.4	-1	19	-0.024	-2
CC(=O)Nc1ccc2nc(SCC(=O)Nc3ccc(N4CCOCC4)c(Cl)c3)sc2c1	19	4	-3	0.4	-7.8	-6	0	-0.081	6
Cc1cccc(NC(=O)CSc2nsc(SCC(=O)Nc3cccc(C)c3)c2C#N)c1	8	-1	2	59	1.1	5	1	-0.68	-22
O=C(O)CCN1C(=O)C2C3C=CC(C3)C2C1=O (stereo not drawn)	-3	-4	9	-0.1	-1.0	3	0	1.2	11
COc1cccc(CN2CCN(Cc3ccc(C#CC(C)(C)O)s3)CC2CCO)c1 (stereo not drawn)	6	-12	-1	1.5	1.0	-4	18	0.16	0
CC(C)(C)C1CCc2c(sc3nc(SCC(N)=O)nc(N)c23)C1 (stereo not drawn)	21	3	2	-0.1	1.1	12	13	0.81	3
Cc1ccc(CNC(=O)CCCNS(=O)(=O)c2cccc3nonc23)cc1	-4	-3	6	0.5	2.1	0	-1	-0.25	-8
S=C(Nc1ccc(Cl)c(Cl)c1)NC1CCCCC1	16	1	-1	-0.3	-7.9	2	-1	-0.48	-5
CC(C)(C)C(=O)Nc1nc(-c2ccccc2)ns1	15	4	1	1.0	0.9	9	1	-1.1	-5
O=C(CSc1nc2ccccc2c(=O)n1CC1CCCO1)NCc1ccc2c(c1)OCO2 (stereo not drawn)	-6	-3	1	1.3	1.6	-5	-11	-0.23	-3
NS(=O)(=O)c1ccc(CCNC(=O)c2cccc(OC(F)F)c2)cc1	8	-9	0	2.7	1.9	2	14	1.1	3
Cc1ccccc1C(=O)NC(=S)Nc1ccc(N2CCOCC2)cc1	10	-12	13	0.3	0.5	1	24	0.11	1
CCN1C(=O)C(Cc2nc3ccccc3c(=O)n2-c2ccccc2)c2ccccc21 (stereo not drawn)	0	-7	-4	-0.4	-6.6	4	1	nt	10
CCOc1ccc(-n2c(SCC(=O)Nc3ccc4c(c3)OCO4)nc3ccccc3c2=O)cc1	-2	-20	4	0.2	-1.4	3	-1	-0.22	-1
O=c1cc(N2CCc3ccccc3C2)[nH]c(=O)n1C1CCCCC1	8	6	7	48	2.7	7	0	nt	5
Cc1ccc(CNC(=O)/C=C/c2ccc(S(=O)(=O)NCc3ccco3)cc2)cc1	-4	-7	-7	1.7	2.9	-5	0	0.24	-21
CCOC(=O)c1cnc(SCc2nc(N)nc(Nc3ccccc3)n2)nc1N	5	1	4	0.4	-7.5	1	-7	0.11	-3
Nc1ccc(C2=Nc3cccc4cccc(c34)N2)cc1	8	-6	-13	5.4	-9.1	3	3	-1.2	-6
CS(=O)(=O)N1CCc2cc(S(=O)(=O)N3CCN(Cc4ccc5c(c4)OCO5)CC3)ccc21	-2	-3	-1	-1.2	1.5	6	6	-0.17	9
O=C(Nc1ccc(N2CCCC2)c(S(=O)(=O)Nc2cccc(C(F)(F)F)c2)c1)c1cccs1	1	-10	-2	2.3	4.9	-1	3	0.07	-15
O=C(COC(=O)CCC(=O)c1cccs1)NCc1cccs1	7	2	20	1.0	-0.2	4	7	-0.41	-9
O=C(NCc1cccs1)C1CCN(c2nc3ccccc3o2)CC1	-3	-4	nt	0.3	8.0	-11	0	nt	0
CC1CN(S(=O)(=O)c2ccc(-c3nc4ccccc4s3)cc2)CC(C)O1 (stereo not drawn)	12	2	-3	1.9	1.1	3	3	-0.11	14
O=C(NNc1nc2cc3c(cc2s1)OCCO3)c1ccc(F)cc1	0	nt	-3	0.5	0.1	-3	22	-0.67	-15
CC1(C)Cc2cccc(OCC(=O)Nc3cc(C(F)(F)F)ccc3N3CCOCC3)c2O1	3	-7	-5	0.9	1.9	-7	2	nt	-6
COc1ccc(Oc2nc3ccccc3n3cccc23)cc1	-9	-5	7	0.0	-2.2	-13	0	0.049	-6
O=C(CSc1ccc(-c2ccccn2)nn1)NCc1ccc(F)cc1	17	10	nt	-0.5	0.8	6	-5	-0.043	19
COc1ccccc1NC(=O)CCCn1c(=S)[nH]c2ccccc2c1=O	9	-12	-5	2.7	1.3	-2	23	3.6	2
O=C(COC(=O)C1CC(O)CN1S(=O)(=O)c1ccc(Cl)cc1)c1ccccc1 (stereo not drawn)	2	-7	1	-0.3	0.6	-1	0	-2.9	-7
O=C1CCc2cc(S(=O)(=O)NC(Cc3ccccc3)C(=O)N3CCN(c4ccccn4)CC3)ccc2N1 (stereo not drawn)	10	-7	19	1.4	0.4	-1	22	-0.065	5
O=C(CSc1nc2ccccc2o1)N/N=C/c1ccc(C(=O)O)cc1	4	-1	8	0.2	2.8	-3	15	0.84	0
Cc1cc(OCC(F)(F)C(F)(F)C(F)(F)C(F)(F)C(F)(F)C(F)F)nc(N)n1	-5	-1	5	0.0	-0.1	-9	1	-1.2	-9

Cl transport mod: hit marks shown above.
structure	FXIIa inh 1536	FXIa inh 1536	Hck-Nef inh	Cl transport mod	hK5 inh
C/C(=N/NC(=O)c1ccc2c(c1)OCO2)c1ccc(Br)s1	1	-3	21	6.3*	1

Some of these compounds in order of the Hck-Nef inh value, ascending:
smiles | Hck-Nef inh
O=C(CSc1ccc(-c2ccccn2)nn1)NCc1ccc(F)cc1 | -5
Nc1ccc(C2=Nc3cccc4cccc(c34)N2)cc1 | 3
O=C(COC(=O)CCC(=O)c1cccs1)NCc1cccs1 | 7
O=C(CSc1nc2ccccc2o1)N/N=C/c1ccc(C(=O)O)cc1 | 15
O=C(NNc1nc2cc3c(cc2s1)OCCO3)c1ccc(F)cc1 | 22

Next results follow:
SMILES	FXIIa inh 1536	Thrombin inh	Rad51 HR inh	L929 necroptosis	TNF death inh	FXIa inh 1536	Hck-Nef inh	Cl transport mod	hK5 inh
O=C(O)c1ccc2nc(C(F)(F)F)[nH]c2c1	8	6	-6	2.8	0.2	-1	-12	0.85	-22
CC(c1ccccc1)N1CNc2c(c(=O)n(C)c(=O)n2C)C1 (stereo not drawn)	30	10	-3	0.1	1.5	30	1	1.5	4
CCN(CC)S(=O)(=O)c1cc(C(=O)Nc2cc(Cl)ccc2N2CCN(C)CC2)ccc1Cl	-7	-6	-4	-0.6	-3.6	-9	3	-0.3	-32
O=C(NCc1ccco1)C1CCN(c2ccc(S(=O)(=O)N3CCOCC3)cc2[N+](=O)[O-])CC1	3	1	17	-1.2	1.2	0	1	0.57	6
CCOC(=O)CSc1nc2c(c(-c3ccc(C)o3)c1C#N)CCCC2	20	3	-6	0.0	-0.9	14	1	-0.95	4
CCn1c(=O)c2c(n3c(=S)[nH]nc13)-c1ccccc1CC21CCCCC1	9	-10	5	6.1	-0.4	0	30	65*	-11
Cc1ccc(NCCC#N)cc1C	1	-8	0	0.2	0.4	2	3	0.8	-16
c1cnc2ccc3ncccc3c2c1	3	-3	4	1.1	-1.5	-5	24	-0.5	2
Cc1ccc(NC(=O)CCSc2ccccn2)cc1	5	-7	8	0.5	0.5	3	-5	0.98	-13
O=C(Nc1ccc2c(c1)OCCO2)C1CCCN(S(=O)(=O)Cc2ccccc2)C1 (stereo not drawn)	5	-2	3	0.4	1.7	-5	0	0.13	2
CCOc1ccc2nc(SCC(=O)NCc3ccco3)sc2c1	-4	10	-7	-0.2	-0.5	6	0	0.089	6
O=C(c1ccc(Cl)cc1)N1N=C(c2ccccn2)CC1(O)C(F)(F)F (stereo not drawn)	9	2	17	1.3	-0.3	-4	4	4	-25
CC(C)CC(NC(=O)C(CC(C)C)NC(=O)OC(C)(C)C)C(N)=O (stereo not drawn)	10	1	8	0.0	-1.6	5	5	-0.028	1
CCc1c(C(=O)NC2CCCC2)csc1C	-5	0	5	1.4	-2.5	-5	9	nt	4
CSCc1ccc(C(=O)Nc2cccc(C)c2C)cc1	4	-5	nt	1.1	1.5	-2	1	0.38	-6
CC1(C)NC(=O)N(CCCCOc2ccc(Cl)cc2C=O)C1=O	8	-3	nt	0.7	-5.1	0	-2	-2.5	nt
Cc1ccc(OCC(=O)N(Cc2ccccc2)C2CCS(=O)(=O)C2)c([N+](=O)[O-])n1 (stereo not drawn)	10	-10	7	0.3	0.1	6	1	0.17	-1
C=CCOc1nc2c(c(=O)n(C)c(=O)n2C)n1Cc1c(Cl)cccc1Cl	8	-2	-2	-0.2	0.1	0	2	-1.6	-21
COc1ccc(C)cc1S(=O)(=O)N1CCC(C(=O)N2CCN(C)CC2)CC1	15	28	nt	0.4	0.9	8	-1	0.75	7

Only part of the results is shown. The share of hits here may be higher or lower than overall.
